# LDHA block – qHTS assay for inhibitors of human lactate dehydrogenase; L-lactate dehydrogenase A chain (Homo sapiens), P00338; purified LDHA, NADH/diaphorase-resazurin fluorescence; active compounds read low; activity change, % (values are at about 110 or 230 µM); actives 0.15% (n = 480,000); AID 1347041, 2019; in the data active = activity change below about -30%; inconclusive = mostly about -25% to -30%;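 note: plate controls were DMSO wells for no effect and wells without enzyme for full effect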
#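 Resorufin fluorescence (ex540/em590), read at 0 and 20 min after diaphorase/resazurin addition, reports the NADH left after a 5 min room-temperature reaction of 2 nM human LDH5 with 0.06 mM NADH and 0.2 mM pyruvate.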
# RXFP1 agonist – qHTS Assay for Agonists of the Relaxin Receptor RXFP1; AID 2676, 2010; actives 0.3% (n = 370,000); Potency, µM (highest dose often 57.5 µM), for the others: at the highest dose activation, hits mostly activators; HEK293T-RXFP1 cAMP TR-FRET, 30 min; response scale: percent of porcine relaxin response, buffer zero; Relaxin receptor 1 (Homo sapiens), Q9HBX9; note: potency is the fitted concentration of half-maximal effect; % is set by controls: 0 for no effect and ±100 for the full control effect; nearly all actives have a fitted effect of over 60% in size; many of its hits are not listed in these tables
#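 HEK293 cells stably expressing RXFP1, treated 30 min at 37C with compounds plus PDE4 inhibitor Ro 20174; cAMP measured by HTRF TR-FRET. Normalized to buffer and 29 nM porcine relaxin; EC50 by Hill fit.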
# Vif-APOBEC3G blk – qHTS for Inhibitors of Vif-A3G Interactions: qHTS. DNA dC->dU-editing enzyme APOBEC-3G (Homo sapiens), Q9HC16. HeLa A3G-eYFP + Vif (tagged APOBEC3G with the HIV-1 protein that degrades it), YFP fluorescence, overnight. Potency, µM (top dose mostly 46.1 µM), without a hit: top-dose activity, negative = active, most hits filed as inhibitors. actives 0.076% (n = 410,000). AID 602310, 2012;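 note: potency is the fitted concentration of half-maximal effect; % is set by controls: 0 for no effect and ±100 for the full control effect; nearly all actives have a fitted effect of over 60% in size; hits raise eYFP signal because A3G escapes Vif-driven loss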
# Target sequence (Q9HC16 whole entry, looked up): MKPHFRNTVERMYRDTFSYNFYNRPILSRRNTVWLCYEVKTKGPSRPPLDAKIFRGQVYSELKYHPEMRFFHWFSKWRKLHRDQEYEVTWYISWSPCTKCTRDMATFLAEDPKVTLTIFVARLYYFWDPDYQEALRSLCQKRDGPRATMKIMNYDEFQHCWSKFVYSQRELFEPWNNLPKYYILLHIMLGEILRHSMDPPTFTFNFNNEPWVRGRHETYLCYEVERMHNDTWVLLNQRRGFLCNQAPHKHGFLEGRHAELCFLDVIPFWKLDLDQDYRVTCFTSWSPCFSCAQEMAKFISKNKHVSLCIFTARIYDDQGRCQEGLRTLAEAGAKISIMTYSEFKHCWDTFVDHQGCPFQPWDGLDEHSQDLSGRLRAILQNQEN
#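 HeLa cells stably expressing Vif and C-terminally eYFP-tagged A3G, seeded overnight at 37 deg C, then exposed to compound by pintool overnight at 37 deg C. Rise in yellow fluorescence (Ex 488/Em 500-530, Acumen) marks blocked Vif-driven A3G degradation.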
# USP1-UAF1 inh – Inhibitors of USP1/UAF1: Primary Screen | Ubiquitin carboxyl-terminal hydrolase 1 (Homo sapiens), O94782 | recombinant USP1/UAF1, Ub-Rhodamine cleavage fluorescence | Potency, µM (titrated, usually from 57.1 µM), without a hit: at the highest dose activity change, negative = inhibition, usual class: inhibitors | actives 0.23% (n = 390,000); note: potency is the fitted concentration of half-maximal effect; % is set by controls: 0 for no effect and ±100 for the full control effect; nearly all actives have a fitted effect of over 60% in size; inactives centre near -12
#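 USP1/UAF1 complex (1 nM) preincubated 15 min at room temperature with compound, then Ub-Rho substrate (150 nM final) added. Kinetic fluorescence at 480/540 nm over 6 reads at 60 s intervals; 50 mM HEPES pH 7.8, 0.5 mM EDTA, 0.1 mg/ml BSA, 1 mM TCEP, 0.01% Tween-20.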
# mIDH1 inhibitor – qHTS for Inhibitors of mutant isocitrate dehydrogenase 1 (IDH1): qHTS; Isocitrate dehydrogenase [NADP] cytoplasmic (Homo sapiens), O75874; IDH1-R132H enzyme, NADPH consumption, diaphorase/resazurin fluorescence; Potency, µM (doses to about 76.6 µM), for inactives: at the highest dose activity change, negative = inhibition, actives largely listed as inhibitors; actives 0.093% (n = 390,000); AID 602179, 2012; note: potency is the fitted concentration of half-maximal effect; % is set by controls: 0 for no effect and ±100 for the full control effect; nearly all actives have a fitted effect of over 65% in size
#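 IDH1-R132H (0.5 ug/mL) preincubated 30 min with compound, then NADPH (0.016 mM) and alpha-KG (2 mM) added; 80 min at RT, pH 7.5. Remaining NADPH coupled via diaphorase/resazurin to fluorescence (540/590 nm); concentration-response curves normalized to no-enzyme control.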
# PI4K2A inh – qHTS for small molecular inhibitors of PI4K2A. Phosphatidylinositol 4-kinase type 2-alpha (Homo sapiens), Q9BTU6. purified PI4K2A, ADP-Glo luminescence, 1 h; active compounds read low. activity change, negative = inhibition, % at 76.9 µM. actives 0.13% (n = 420,000). AID 1346378, 2018; in the data active = activity change below about -50%; inconclusive = mostly about -30% to -49%;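 note: -100% = wells without enzyme as full effect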
#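 In this quantitative HTS, ADP production by PI4K2A was quantified luminescently after 1 h at ambient temperature; 100 microM adenosine served as plate-quality control.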
# Glioma ERSR ind – qHTS for Inducers of the Endoplasmic Reticulum Stress Response (ERSR) in Human Glioma: qHTS; Potency, µM, for inactives: at the highest dose activation, hits mostly activators; actives 0.02% (n = 420,000); U87-MG GRP78 promoter luciferase reporter, 16 h; note: potency is the fitted concentration of half-maximal effect; series mostly up to about 76 µM; % of control where 0% means no effect; nearly all actives have a fitted effect of over 35% in size
#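 ERSR induction read as luciferase luminescence (Bright-Glo, 10 min at room temperature) in stably transfected human U87-MG glioma cells exposed to compounds for 16 h, using GRP78 as sensor.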
# Vif-APOBEC3F blk – qHTS for Inhibitors of Vif-A3F Interactions: qHTS. HeLa A3F-eYFP + Vif (tagged APOBEC3F with the HIV-1 protein that degrades it), YFP fluorescence increase. Potency, µM (highest dose often 46.1 µM), for inactives: at the top dose activity, negative = active. AID 602313, 2012. actives 0.2% (n = 390,000); note: potency is the fitted concentration of half-maximal effect; % of control where 0% means no effect; nearly all actives have a fitted effect of over 65% in size
#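 HeLa cells stably expressing A3F-eYFP plus Vif, plated and incubated overnight at 37 deg C, then exposed to compounds overnight at 37 deg C. Blocked degradation read as raised yellow fluorescence (Ex 488/Em 500-530).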
# TrxR1 substrate – qHTS Assay for Substrates of Mammalian Selenoprotein Thioredoxin Reductase 1 (TrxR1): qHTS; Thioredoxin reductase 1, cytoplasmic (Rattus norvegicus), O89049; actives 0.01% (n = 390,000); Potency, µM (highest dose often 114 µM), for the others: at the top dose activity change, negative = substrate turnover; purified TrxR1 substrate turnover, NADPH consumption readout; note: potency is the fitted concentration of half-maximal effect; % is set by controls: 0 for no effect and ±100 for the full control effect; nearly all actives have a fitted effect of over 50% in size
# Target sequence (O89049 whole entry, looked up): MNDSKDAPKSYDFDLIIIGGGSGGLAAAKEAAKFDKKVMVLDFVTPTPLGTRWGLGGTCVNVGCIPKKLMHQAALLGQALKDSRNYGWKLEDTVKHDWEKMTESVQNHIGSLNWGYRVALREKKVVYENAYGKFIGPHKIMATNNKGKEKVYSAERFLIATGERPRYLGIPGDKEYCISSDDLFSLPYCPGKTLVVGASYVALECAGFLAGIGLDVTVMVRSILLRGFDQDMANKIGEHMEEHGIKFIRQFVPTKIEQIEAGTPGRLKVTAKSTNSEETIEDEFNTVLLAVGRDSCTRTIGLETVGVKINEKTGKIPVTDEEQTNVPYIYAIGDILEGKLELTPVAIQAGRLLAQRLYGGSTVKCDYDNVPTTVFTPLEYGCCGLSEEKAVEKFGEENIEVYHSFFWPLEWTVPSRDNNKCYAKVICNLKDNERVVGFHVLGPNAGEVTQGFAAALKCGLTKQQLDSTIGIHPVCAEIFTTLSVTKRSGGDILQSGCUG
#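 Rat TrxR1, dispensed at 90 nM, was prereduced with 400 uM NADPH (final) for 5 min at ~22 deg C, then incubated with compound 15 min before 400 uM selenite. A first-read NADPH fluorescence drop versus no-compound background flagged substrates.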
# The depositor's hits bear a star; ? = inconclusive; . = no result given; [ ] = dose if it differs, or a comment. Unless noted, calls come from the whole dose curve; as a rule, active = well fitted curve in the direction sought with a large enough effect; inconclusive = small, poorly fitted or top-dose-only effect, or another doubt; inactive = no such curve, though single readings can be large; an effect the other way counts as inactive or inconclusive. The list is partial; count on the stated rates, not on these rows.
SMILES,LDHA block,RXFP1 agonist,Vif-APOBEC3G blk,USP1-UAF1 inh,mIDH1 inhibitor,PI4K2A inh,Glioma ERSR ind,Vif-APOBEC3F blk,TrxR1 substrate
CCOC(=O)C(C)Sc1nc(C2CC2)cc(C(F)(F)F)c1C#N (stereo not drawn),-1,0.1%,-6%,-2%,7%,14,0%,9%,3%
O=C(CCN=C1NS(=O)(=O)c2ccccc21)OCc1nnc(-c2ccccc2)o1,-7,0.3%,-4%,-3%,3%,-1,0%,8%,-1%
COc1ccc(NC(=O)COC(=O)C23CC4CC(CC(Cl)(C4)C2)C3)c(OC)c1,-1,2.4%,0%,-9%,-8%,1,-3%,3%,-12%
COc1ccccc1NC(=O)c1c(N=Cc2cccc([N+](=O)[O-])c2)cnn1C,-6,-1.5%,0%,4%,-12%,-1,1%,0%,-2%[57.1 µM]
COC(=O)[C@H](CC(C)C)NC(=O)Cn1cnc2c(OCc3ccccc3)ncnc21,0,.,-4%,-2%,-2%,-4,?,7%,-4%
COc1ccc(-c2csc(C(NC(C)=O)c3cccc(F)c3)n2)cc1 (stereo not drawn),-7,.,-20%,.,.,3,-3%,.,.
Cc1nc2ccc(Br)cc2c2c1CC(CBr)O2 (stereo not drawn),-2,14%,0%,2%,0%,3,-1%,3%,-3%
CCOC(=O)[C@H]1[C@H]2COc3cc(OC)ccc3[C@@H]2N2C(=O)N(c3ccc(Br)cc3)C(=O)[C@@]12C,-5,-1.9%,1%,-9%,-6%,4,-1%,-6%,0%
Oc1ccc(C=Nc2ccccc2-c2nc3ccccc3[nH]2)cc1,-3,-3.1%,-5%,-14%,3%,0,2%,-13%,547%[activator]
O=C1NCCN1CCNS(=O)(=O)c1ccc(F)cc1,-3,1.6%,0%,-9%,5%,-5,-5%,2%,6%
CC1CCN(C(=O)CSc2nc(N)c3c4c(sc3n2)CN(C)CC4)CC1,1,12%,1%,-17%,1%,-13,2%,.,73%[activator]
CCOC(=O)C(NC(=O)c1ccccc1)(N1CCCC1=O)C(F)(F)F (stereo not drawn),5,0.8%,0%,-1%,2%,-7,4%,-9%,2%

# Reformatted tab-delimited: entries from further up
Molecule	LDHA block	RXFP1 agonist	Vif-APOBEC3G blk	USP1-UAF1 inh	mIDH1 inhibitor	PI4K2A inh	Glioma ERSR ind	Vif-APOBEC3F blk	TrxR1 substrate
COc1ccc(NC(=O)COC(=O)C23CC4CC(CC(Cl)(C4)C2)C3)c(OC)c1	-1	2.4%	0%	-9%	-8%	1	-3%	3%	-12%
COc1ccccc1NC(=O)c1c(N=Cc2cccc([N+](=O)[O-])c2)cnn1C	-6	-1.5%	0%	4%	-12%	-1	1%	0%	-2%[57.1 µM]
COC(=O)[C@H](CC(C)C)NC(=O)Cn1cnc2c(OCc3ccccc3)ncnc21	0	.	-4%	-2%	-2%	-4	?	7%	-4%
COc1ccc(-c2csc(C(NC(C)=O)c3cccc(F)c3)n2)cc1 (stereo not drawn)	-7	.	-20%	.	.	3	-3%	.	.
Cc1nc2ccc(Br)cc2c2c1CC(CBr)O2 (stereo not drawn)	-2	14%	0%	2%	0%	3	-1%	3%	-3%
CCOC(=O)[C@H]1[C@H]2COc3cc(OC)ccc3[C@@H]2N2C(=O)N(c3ccc(Br)cc3)C(=O)[C@@]12C	-5	-1.9%	1%	-9%	-6%	4	-1%	-6%	0%
Oc1ccc(C=Nc2ccccc2-c2nc3ccccc3[nH]2)cc1	-3	-3.1%	-5%	-14%	3%	0	2%	-13%	547%[activator]
O=C1NCCN1CCNS(=O)(=O)c1ccc(F)cc1	-3	1.6%	0%	-9%	5%	-5	-5%	2%	6%
CC1CCN(C(=O)CSc2nc(N)c3c4c(sc3n2)CN(C)CC4)CC1	1	12%	1%	-17%	1%	-13	2%	.	73%[activator]
CCOC(=O)C(NC(=O)c1ccccc1)(N1CCCC1=O)C(F)(F)F (stereo not drawn)	5	0.8%	0%	-1%	2%	-7	4%	-9%	2%

# Continued.
SMILES,LDHA block,RXFP1 agonist,Vif-APOBEC3G blk,USP1-UAF1 inh,mIDH1 inhibitor,PI4K2A inh,Glioma ERSR ind,Vif-APOBEC3F blk,TrxR1 substrate
Cc1cc(N/N=C/c2ccccc2O)nc(N2CCOCC2)n1,3,-0.4%,-8%,-17%,10%,8,6%,-3%,-1%
Cc1ccc(S(=O)(=O)NC(Cc2ccccc2)C(=O)O)cc1 (stereo not drawn),-7,-1.0%,0%,-13%,0%,2,-4%,-8%,13%[57.1 µM]
COC(=O)CCC(C)N1CCC(Oc2ccc(C(=O)NCc3ccccn3)cc2)CC1 (stereo not drawn),-3,1.8%,-1%,-9%,-14%,3,2%,4%,5%
CCCCOc1ccc(CNC(=O)c2cnc3sc(N4CCCC4)nn3c2=O)cc1,-10,0.4%,3%,-21%,-5%,0,-2%,0%,0%[57.1 µM]
CC(NC(=O)CCSc1nc(-c2ccco2)cc(C(F)(F)F)n1)c1ccccc1 (stereo not drawn),6,0.8%,4%,-25%,6%,-1,-4%,.,-2%
O=C(NCc1ccccc1)C1=C[C@H](c2ccc3c(c2)OCO3)C[C@H](OCc2ccc(CO)cc2)O1,3,.,0%,-17%,3%,-5,-2%,6%,9%[57.1 µM]
O=C(NCc1ccco1)c1ccc([N+](=O)[O-])cc1Cl,-1,0.0%,-5%,-5%,7%,-1,2%,3%,-3%
O=C(Nc1ccc(Br)cc1)c1ccc(N2C(=O)C3CC=CCC3C2=O)cc1 (stereo not drawn),-6,0.6%,1%,-10%,0%,5,-2%,-8%,-2%
Cc1ccc(CNS(=O)(=O)c2ccc3c(c2)C(C)(C)C(=O)N3C)cc1,-5,-1.5%,-3%,-23%,2%,-4,-7%,0%,6%
O=C(CCl)N=c1sccn1Cc1cccc2ccccc12,-2,3.2%,?,-19%,8%,-4,-14%,-5%,5%
O=C1C(=Cc2cn(-c3ccccc3)nc2-c2ccc(OCc3ccccc3F)cc2)SC(=S)N1CCS(=O)(=O)O,-34*,.,-7%,.,.,-2,-5%,.,.
O=C(Nc1ccc(Cl)cc1Cl)c1cc(S(=O)(=O)NCc2ccc3c(c2)OCO3)ccc1F,0,21%,-10%,-19%,7%,9,-2%,7%,-3%[57.1 µM]
Cc1ccc(OCC(=O)Nc2cccc(-c3nnc(-c4ccccc4)o3)c2)cc1,-1,-1.0%,-6%,-15%,3%,3,-1%,2%,1%
CC(=O)c1cccc(NC(=O)CCc2nnc3ccc(NCc4ccco4)nn23)c1,-1,13%,-6%,-21%,3%,-5,-3%,1%,2%
COc1cc(C(=O)NNC(=S)NC(=O)c2ccc3c(c2)OCO3)cc(OC)c1OC,1,0.5%,?,-14%,0%,-1,-3%,6%,-13%
CCCN1C(=O)CSC1=Nc1ccccc1,-5,0.4%,1%,-8%,4%,2,7%,-12%,0%
COc1ccc(CC(N)c2csc(NC(=O)CCc3ccccc3)n2)cc1 (stereo not drawn),1,.,-13%,.,.,1,-5%,.,.
COc1ccc(OC)c(C2C(C(=O)O)c3ccccc3C(=O)N2C)c1 (stereo not drawn),-2,1.4%,4%,-10%,4%,3,-3%,-6%,1%
O=C(/C=C/c1ccc([N+](=O)[O-])s1)N1CCCC1,3,6.2%,-20%,?,-3%,-4,-5%,1%,-10%
CS/C(=N\S(=O)(=O)c1ccc(Cl)cc1)c1ccccc1,-3,2.9%,0%,-18%,1%,-5,-3%,1%,10%
COc1ccc(NC(=O)CSc2ccc(NC(C)=O)cc2)cc1S(=O)(=O)N1CCOCC1,-2,.,0%,6%,-1%,-2,-3%,-3%,-8%[2.29 µM]
CCCn1ncc2c(Nc3ccc(C)c(C)c3)ncnc21,-3,2.8%,-6%,-3%,18%,1,3%,-2%,0%
Cc1ccc(C)c(C(=O)CN2C3=NCCCN3c3ccccc32)c1,-1,-0.9%,-2%,-22%,-2%,-2,-3%,-5%,-6%
CC(C)CCN1CCN(Cc2ccsc2)CC1CCO (stereo not drawn),0,1.3%,2%,-12%,13%,1,-2%,1%,3%
